dFosB activator: activators of delta FosB homodimer, primary screen, biochemical, fluorescence polarization, TAMRA-CDK5 oligo, single point; 340,000 tested, 0.99% active; AID 493131, 2011; activation, % at 25 µM; purified delta FosB; percent of positive-control signal above neutral wells;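 active = mean activation above about 17%, with every replicate also reaching it, limit read from the data, passing the limit was not always enough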;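 also: fluorescence polarization rise as delta FosB binds a TAMRA Cdk5 AP-1 oligo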
Keap1-Nrf2 PPI: Keap1-Nrf2 protein-protein interaction inhibitors, primary screen, biochemical, fluorescence polarization, single point | Keap1 Kelch-Nrf2 peptide fluorescence polarization, 1536-well | Kelch-like ECH-associated protein 1 (Homo sapiens), Q14145 | 340,000 tested, 0.15% active | inhibition, % at 9.4 µM; in the data active = inhibition above about 12%;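 also: human Keap1 Kelch domain with fluorescein labeled Nrf2 9mer peptide probe; 0% = neutral control wells and 100% = peptide positive control; higher means more block of Keap1 binding to Nrf2 peptide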
Target sequence (Q14145 whole entry, looked up, the tested form may be a part): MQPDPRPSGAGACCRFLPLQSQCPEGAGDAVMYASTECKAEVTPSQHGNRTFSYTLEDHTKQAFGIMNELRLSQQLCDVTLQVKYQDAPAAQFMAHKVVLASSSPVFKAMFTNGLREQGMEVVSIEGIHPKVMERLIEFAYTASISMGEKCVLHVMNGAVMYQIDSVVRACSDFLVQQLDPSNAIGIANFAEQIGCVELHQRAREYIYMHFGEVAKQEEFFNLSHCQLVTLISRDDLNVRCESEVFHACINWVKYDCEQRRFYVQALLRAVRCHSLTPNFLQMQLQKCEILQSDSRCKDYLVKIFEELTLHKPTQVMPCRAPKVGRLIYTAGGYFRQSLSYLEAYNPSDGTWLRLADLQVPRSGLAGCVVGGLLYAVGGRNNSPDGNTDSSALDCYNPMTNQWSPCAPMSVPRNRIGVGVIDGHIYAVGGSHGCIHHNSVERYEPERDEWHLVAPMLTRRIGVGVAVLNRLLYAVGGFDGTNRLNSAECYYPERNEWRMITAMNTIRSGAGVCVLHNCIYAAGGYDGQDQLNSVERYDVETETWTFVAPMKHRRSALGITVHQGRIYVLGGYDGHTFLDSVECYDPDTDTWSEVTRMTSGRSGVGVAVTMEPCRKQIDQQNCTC
C-LANA FP: inhibitors of KSHV C-LANA binding to DNA, primary screen, biochemical, fluorescence polarization, FAM-LBS DNA, MBP-C-LANA, single point. Kaposi's sarcoma herpesvirus LANA C-terminal domain (residues 932-1162) DNA binding. inhibition, % at 9 µM. 340,000 tested, 0.078% active. AID 504423, 2011;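 active = highest replicate inhibition at or above 60% at 9 µM, even if other replicates fall short; inactive = all replicates below 60% inhibition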;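 also: 0% = neutral control wells and 100% = 4 µM acridine orange control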
CDK5 inh: inhibitors of human CDK5/p35 kinase, primary screen, biochemical, single concentration; AID 488839, 2010; Recombinant CDK5/p35, ADP-Glo luminescence, 60 min; 330,000 tested, 0.01% active; inhibition, % at 10 µM; Cyclin-dependent kinase 5 (Homo sapiens) + Cyclin-dependent kinase 5 activator 1 (Homo …;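 active = highest replicate inhibition of at least 50% and at least 75% of replicates reaching 50%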;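 also: plate controls were DMSO neutral control for no effect and GW8510 at 10 µM for full effect; many of its hits are not listed in these tables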
PvdQ acylase: P. aeruginosa PvdQ acylase inhibitors, primary screen, biochemical, fluorescence, plate reader and imaging, single point. purified PvdQ acylase. 340,000 tested, 0.063% active. inhibition, % at 10 µM; in the data active = inhibition above about 30%, passing the limit was not always enough;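 also: 0% = vehicle neutral wells and 100% = reference inhibitor wells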
PfHsp90 set2: growth inhibition of PfHsp90-expressing yeast, primary screen, antimalarial PfHsp90 inhibitor project, S. cerevisiae, BacTiter-Glo luminescence, single point, set 2. BacTiter-Glo ATP, 48 h; yeast lacking PDR1 and PDR3 efflux regulators. inhibition, % at 9.4 µM. 310,000 tested, 0.32% active. AID 504621, 2011;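 active = every replicate shows inhibition above about 80%, whatever the replicate mean, limit read from the data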;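 also: 0% = DMSO neutral controls and 100% = 20 µM radicicol positive controls; yeast relying on Plasmodium falciparum Hsp90 in place of its own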
Mot1-301 SUMO: yeast Mot1-301 growth rescue at high temperature, primary screen, SUMOylation pathway inhibitor project, S. cerevisiae, ATP luminescence, 38.5C; S. cerevisiae Mot1-301 growth rescue; percent above DMSO median, 100 means doubled; growth rescue, % at 18.8 µM; 320,000 tested, 1% active; AID 2716, 2010;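 active = every valid replicate shows activation above 250% relative to neutral control wells; inactive = the rest, any valid replicate at or below 250%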;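 also: OY570 slx delta 5 strain wells were the positive control but not used for scaling; some compounds called inactive have numbers as strong as hits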
RTF Ca sens act: cardiac RTF calcium sensitivity activators, primary screen, biochemical, IANBD-TnC fluorescence, EC20 calcium. Troponin I, cardiac muscle (Homo sapiens) + Troponin T, cardiac muscle (Homo sapiens) + …. IANBD-labeled TnC RTF fluorescence at EC20 calcium; 0% EC20 calcium, 100% full calcium. activation, % at 7.2 µM. 340,000 tested, 0.24% active. AID 493008, 2010;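 active = activation above the mean over all tested compounds plus 3 SD, cut at about 30% in these data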;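 also: rise in fluorescence read as greater calcium sensitivity of cardiac thin filaments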
RTF Ca sens inh: cardiac RTF calcium sensitivity inhibitors, primary screen, biochemical, IANBD-TnC fluorescence, EC70 calcium; Troponin I, cardiac muscle (Homo sapiens) + Troponin T, cardiac muscle (Homo sapiens) + …; IANBD-labeled cardiac RTF, Ca2+ fluorescence; inhibition, % at 7.15 µM; 340,000 tested, 0.12% active;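 active = inhibition above the mean inhibition of all tested compounds plus 3 SD, cut at about 17% in these data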;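 also: assay run at fixed EC70 calcium of 1.6 mM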
Rtt109 HAT inh: inhibitors of C. albicans Rtt109/Vps75 HAT, primary screen, biochemical, ThioGlo CoA-SH fluorescence, plate reader; 330,000 tested, 0.16% active; Histone acetyltransferase RTT109 (Candida albicans (strain SC5314 / ATCC MYA-2876)), …; inhibition, % at 34.9 µM; purified Rtt109/Vps75, 4 h; AID 540336, 2011;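 active = inhibition of at least 50% in every replicate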
Target sequence (Q5AAJ8 whole entry, looked up): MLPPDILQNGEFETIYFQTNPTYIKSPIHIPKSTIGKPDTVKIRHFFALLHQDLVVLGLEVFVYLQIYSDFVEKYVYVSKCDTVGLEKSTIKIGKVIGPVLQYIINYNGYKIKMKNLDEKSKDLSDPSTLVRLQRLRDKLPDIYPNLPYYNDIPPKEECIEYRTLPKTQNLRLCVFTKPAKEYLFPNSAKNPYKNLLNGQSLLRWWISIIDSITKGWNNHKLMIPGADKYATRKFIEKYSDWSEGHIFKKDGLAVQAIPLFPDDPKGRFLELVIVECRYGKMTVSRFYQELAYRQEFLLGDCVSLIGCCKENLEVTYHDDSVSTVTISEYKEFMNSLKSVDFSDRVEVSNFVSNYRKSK
NSD2 HMT inh: NSD2 histone methyltransferase inhibitors, primary screen, biochemical, AlphaScreen, single concentration, set 2 | 310,000 tested, 0.54% active | AID 743445, 2014 | Histone-lysine N-methyltransferase NSD2 (Homo sapiens), O96028 | inhibition, % at 12.5 µM | NSD2 peptide methylation, 120 min; in the data active = inhibition above about 50%
* hit, by the source's call; · = not tested or not shown. This is a random part of the collection; about 3.2% have a hit in one of these screens.

SMILES | dFosB activator | Keap1-Nrf2 PPI | C-LANA FP | CDK5 inh | PvdQ acylase | PfHsp90 set2 | Mot1-301 SUMO | RTF Ca sens act | RTF Ca sens inh | Rtt109 HAT inh | NSD2 HMT inh
Cc1ccsc1/C=N/N1CCN(C2c3ccccc3-c3ccccc32)CC1 | 0.3 | -1.6 | -1.1 | -6.6 | -7.9 | 3.9 | 5.2 | 3.7 | -1.9 | -6.1 | 0.7
Nc1nc(SCC(=O)c2cccs2)n[nH]1 | -8.0 | -2.4 | -0.1 | 1.7 | 6.9 | 0.0 | 113.2 | 4.9 | -1.2 | 2.9 | 1.1
Cc1ccc(CNC(=O)C2COc3ccccc3O2)cc1 (centres undefined) | -7.4 | -3.0 | 0.1 | 3.2 | -7.4 | -83.9 | -1.2 | -7.0 | -2.5 | 0.4 | -4.6
S=C(Nc1ccc2nsnc2c1)N1CCCCC1 | -4.9 | -4.1 | 4.2 | -0.8 | 14.7 | 16.6 | -7.8 | -1.5 | -3.4 | 14.6 | 61.4*
O=C(CN1C(=O)CCS(=O)(=O)c2ccccc21)NCCc1ccccc1 | 0.8 | 2.1 | -1.2 | 1.1 | -4.9 | 22.5 | 7.1 | 2.5 | 1.9 | -16.5 | -4.1
CC(OC(=O)CCCN=C1NS(=O)(=O)c2ccccc21)C(=O)NC1CCCCC1C (centres undefined) | 5.1 | 2.9 | 2.0 | -0.5 | -12.3 | 0.4 | 0.5 | -6.5 | -1.4 | -8.5 | -2.4
CCCCn1c(N)c(N(CC(C)C)C(=O)c2cccc(S(=O)(=O)N3CCN(C)CC3)c2)c(=O)[nH]c1=O | -0.4 | -3.3 | 0.7 | -5.3 | -22.9 | · | -1.1 | -0.1 | -10.8 | 3.5 | ·
COc1ccc(NC(=O)C(NS(=O)(=O)c2ccc3c(c2)CCCN3C(C)=O)C(C)C)c(OC)c1 (centres undefined) | -15.2 | -0.6 | 1.0 | 0.8 | -7.8 | 4.6 | -4.1 | -1.1 | -4.1 | -6.4 | 7.2
CC(/C=C/C(=O)c1ccc(C)cc1)=C\c1ccccc1 | -3.7 | 7.0 | -0.6 | -0.8 | -4.8 | 10.0 | 1.7 | -2.4 | 0.7 | 6.1 | -2.9
Cc1ccc(S(=O)(=O)NCCOCCNS(=O)(=O)c2ccc(C)cc2)cc1 | -0.3 | 0.2 | -0.3 | -1.9 | 1.6 | · | 12.1 | -0.6 | -7.7 | 1.6 | -6.9
O=C(NCCC(=O)N(Cc1ccco1)Cc1cccs1)c1ccc(Br)cc1 | -10.7 | -1.7 | -1.2 | -2.7 | -10.3 | -1.7 | 14.5 | -2.6 | 4.2 | 0.9 | -2.6
COc1ccc(C(=O)Nc2ccccc2)cc1S(=O)(=O)Nc1cc(C)on1 | 1.3 | -2.4 | 1.7 | -2.9 | -24.0 | 27.8 | -4.5 | -2.6 | 0.2 | -9.9 | -1.0
CCN(CC)S(=O)(=O)c1ccc2c(c1)CC(C(=O)N1CCCC1)N2C(C)=O (centres undefined) | 2.8 | 0.3 | 1.3 | 0.9 | -16.1 | 20.4 | 6.7 | 3.6 | -9.3 | -5.5 | -2.8
CCOc1cc(/C=N/n2cnnc2)ccc1OS(=O)(=O)c1ccccc1 | -4.5 | 0.1 | -0.1 | 0.2 | -14.1 | 0.6 | -6.2 | -1.6 | -5.9 | · | -0.8
C[C@H]1C(c2ccc(F)cc2)=NN(c2ccccc2)[C@@H]1CO | -10.1 | -4.3 | -1.2 | 2.4 | -16.5 | -22.4 | · | -4.0 | -3.0 | -9.3 | ·
CCC(=O)Nc1nnc(C)s1 | 0.0 | -2.3 | -2.0 | -0.6 | -8.5 | -4.1 | · | 8.9 | -5.9 | -4.6 | -6.2
COc1ccc(C(=O)N2CCCC(N3CCN(c4ccccc4OC)CC3)C2)c(OC)n1 (centres undefined) | -7.8 | 1.3 | 0.6 | -1.5 | -12.0 | 5.5 | -9.6 | -1.9 | -2.3 | -16.9 | -4.0
O=C(c1ccco1)N1CCN(C(c2cccs2)c2sc3ncnn3c2O)CC1 (centres undefined) | 1.9 | -1.2 | -0.9 | 0.7 | -30.6 | -37.7 | 4.5 | 3.9 | -7.2 | -2.8 | ·
O=C(Cc1ccc(Cl)cc1Cl)OCC(=O)N1CCN(C(=O)c2ccco2)CC1 | 0.2 | -1.0 | 0.3 | 1.4 | 3.5 | 4.1 | -9.7 | 8.6 | -18.9 | 0.4 | -2.9
CCOc1ccccc1OCC(=O)Nc1cccc(S(=O)(=O)N2CCCCCC2)c1 | -12.8 | -4.5 | -0.7 | -2.9 | 3.2 | · | -14.8 | 3.7 | -2.4 | 20.4 | 0.6
O=C(CCc1nc2ccccc2c(=O)[nH]1)N1CCN(S(=O)(=O)c2ccc(F)cc2)CC1 | -4.7 | 2.6 | -2.2 | 0.7 | -8.1 | 7.7 | 2.8 | 0.5 | -1.3 | 3.4 | -0.6
COc1ccc(S(=O)(=O)Nc2ccc(NC(C)=O)cc2)cc1 | -5.4 | -5.5 | 1.0 | -1.3 | 7.7 | -2.5 | -3.2 | -0.7 | -1.1 | 1.0 | -0.6
COc1ccc(C(=O)c2no[n+]([O-])c2C(=O)c2ccc(OC)cc2)cc1 | -8.3 | -5.4 | 3.2 | -0.7 | -9.5 | · | 26.0 | -0.5 | -14.1 | 3.0 | ·
COCCN(C(=O)c1csnn1)C(C(=O)NC(C)(C)C)c1cccc(OC)c1 (centres undefined) | 5.3 | -2.1 | 0.7 | -0.4 | -17.2 | 4.9 | -3.2 | 6.4 | -8.5 | · | -3.0
COc1cccc(CNC(=O)COc2cccc3c2OC(C)(C)C3)c1 | -10.0 | -0.4 | -1.4 | -0.3 | 5.1 | -5.2 | 66.8 | -1.7 | -3.3 | 24.0 | -3.4
CCCOc1ccc(C(=O)Nc2ccc(S(=O)(=O)N3C[C@@H]4C[C@@H](C3)c3cccc(=O)n3C4)cc2)cc1 | 14.2 | -2.9 | 1.2 | 1.1 | -14.9 | 3.3 | 5.7 | -4.4 | -2.7 | -33.5 | ·
O/N=C1\CCC\C1=C/c1ccco1 | -9.7 | -3.1 | 4.7 | 3.0 | -3.7 | 4.5 | -8.2 | 3.1 | -3.6 | 1.2 | 3.6
Cc1nc(-c2ccc([N+](=O)[O-])cc2)c(-c2ccccc2)o1 | 0.1 | 1.3 | -3.6 | -0.5 | -0.3 | -14.2 | -14.2 | 0.4 | 5.0 | -3.5 | 10.4
Cc1ccc(OCCn2ccnc2)c([N+](=O)[O-])c1 | 0.1 | -1.6 | -0.7 | 1.0 | -14.6 | 11.5 | 2.2 | -0.5 | -1.3 | 6.3 | ·
COc1ccccc1N1CCN(CCNC(=O)Nc2cccc(C)c2C)CC1 | -8.2 | -1.6 | 0.1 | 1.0 | -6.8 | 14.8 | -11.5 | -3.3 | -18.0 | -4.0 | 6.4
CCn1cc(Br)c(C(=O)NN)n1 | 2.0 | -1.2 | -1.5 | 1.5 | 9.7 | 11.3 | -11.9 | -0.7 | -2.2 | -0.7 | -0.9
COc1ccc(-n2nc(C(=O)NCC(=O)NCC3CCCO3)c3ccccc3c2=O)c(OC)c1 (centres undefined) | -0.7 | -1.1 | -1.0 | -1.0 | -2.5 | · | -2.2 | 3.3 | -6.9 | · | -0.9
COc1ccc(-c2nnc(SCc3ccc(C(=O)O)cc3)o2)cc1OC | 2.2 | -2.2 | 0.1 | -1.0 | -1.9 | 13.5 | 10.5 | 2.4 | -4.6 | 2.8 | -4.0
CSc1ccc(NC(=O)NCCN2CCc3ccccc3C2)cc1 | -2.5 | -1.6 | -0.2 | 0.9 | -17.2 | 27.4 | 6.0 | -1.4 | -7.8 | 8.5 | 4.2
O=C1c2ccccc2C(=O)c2c1cccc2N1CCN(Cc2ccccc2)CC1 | 2.3 | -0.4 | 1.1 | 1.2 | -3.0 | · | -1.1 | 3.0 | 1.0 | -5.0 | 0.3
C=C(C)C1CC=C(C)/C(=N/NC(=O)c2ccoc2C)C1 (centres undefined) | -0.9 | -4.4 | 0.8 | -2.0 | -10.8 | -8.5 | -0.6 | 3.3 | 4.4 | 0.6 | 1.6
Cc1cc(C)n2nc(SCC(=O)c3cc(C)n(-c4cc(C)on4)c3C)nc2n1 | -17.5 | -4.6 | -2.2 | 5.2 | -6.2 | 27.3 | 7.7 | 6.6 | -9.1 | 4.1 | -0.3
O=C(c1cc(COc2ccc(F)cc2F)on1)N1CCN(C(=O)c2ccco2)CC1 | -2.1 | -0.3 | 1.7 | -0.1 | -11.4 | -0.2 | 12.2 | 2.3 | 3.4 | -3.7 | 0.8
COc1cc(NC(=O)c2ccccc2F)c(OC)cc1NC(=O)CN1CCOCC1 | -4.2 | -0.5 | 0.4 | 1.1 | 10.0 | -8.6 | -16.0 | -0.5 | 9.4 | -9.9 | 4.6
CC(C)c1ccccc1-n1c(SCc2cc(=O)oc3ccc4ccccc4c23)nnc1-c1cccnc1 | -8.0 | 5.8 | -0.7 | 1.2 | 0.7 | -2.8 | 3.7 | -3.0 | -6.7 | -12.8 | 0.7
Nc1nc(N2CCCCC2)c(C=O)c(N2CCCCC2)n1 | 0.3 | -5.3 | 0.2 | -0.2 | -9.2 | · | 104.6 | 5.7 | -6.3 | 4.5 | 2.7
Cn1c(O)c(N=NC(=O)c2ccco2)c2ccccc21 | -7.8 | 0.3 | -0.7 | 0.0 | -0.4 | -2.2 | -0.9 | 7.1 | 11.0 | 10.0 | -2.2

Source: PubChem BioAssay (several laboratories)
